Screening data as filed in PubChem.
Rat MKP-3 inhibitors: MKP-3 phosphatase inhibitors, primary screen, biochemical, rat enzyme, in vitro (AID 425); recombinant MKP-3 phosphatase activity, fluorescence; higher % means a stronger effect; inhibition, % at 20 µM, or IC50 in µM where a hit was titrated; hit rate 0.17% among 110,000; in the data active means inhibition above about 50%;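 further: plate controls were vehicle for no effect and reference inhibitor for full effect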
Hsp70 inhibitors: Hsp70 inhibitors, probe displacement, primary screen, biochemical, fluorescence polarization (AID 583); Heat shock 70 kDa protein 1A (Homo sapiens); Hsp70 fluorescence polarization probe displacement, mP; higher % means a stronger effect; displacement, % at 20 µM; hits with a dose series show IC50 in µM; hit rate 0.06% among 140,000; in the data active means displacement above about 50%;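 further: plate controls were vehicle for no effect and reference ligand for full effect; a part of the inactive calls stands beside numbers as strong as those of hits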
* hit, by the source's call; x = not tested or not shown; & = joins results of further samples. Only part of the results is shown; rates above refer to the full screens.

SMILES | Rat MKP-3 inhibitors | Hsp70 inhibitors
Cc1ccc(N=Cc2ccc(O)cc2O)c(C)c1 | 1.0% | -0.2%
COc1ccc(C(c2sc3nc(C)nn3c2O)N2CCc3ccccc3C2)cc1 (configuration not stated) | -4.2% | 4.2%
O=C(CCn1nnc(-c2cccs2)n1)N1CCc2ccccc2C1 | -3.2% | 2.7%
Cn1c(N2CCN(C(=O)Nc3ccc(F)cc3)CC2)nc2ccccc21 | x | 4.5%
COc1ccc(Cl)cc1C(=O)Nc1nc2ccc(Cl)cc2s1 | 7.6% | 1.0%
C=CCN=C(C)C1=C(O)c2ccccc2C1=O | 3.3% | 1.8%
O=C(Cc1cccs1)Nc1ccccc1C(=O)O | -5.6% | 2.5%
C=CCn1c(SCc2c(C)noc2C)nc2cc(C(=O)O)ccc2c1=O | -7.1% | -0.9%
CCOc1ccc2nc(SCc3c[nH]c4cc([N+](=O)[O-])ccc34)sc2c1 | 5.5% | 0.0%
COc1ccc(NC(=O)CN(c2ccccc2Cl)S(C)(=O)=O)c(OC)c1 | 1.1% | 0.7%
O=C(Oc1ccc2c3c(c(=O)oc2c1)CCCC3)c1ccco1 | 5.7% | -3.4%
CCOC(=O)CNC(=O)c1ccc(Br)o1 | -0.6% | 3.3%
COc1ccc(CSc2nnc3n(C)c(=O)c4c5c(sc4n23)CCCC5)cc1 | -9.0% | -1.1%
CC1CCN(CC(O)COc2cccc(F)c2)CC1 (configuration not stated) | 1.2% | 3.3%
COc1ccc(NC(=O)C2CCCN2C(=O)OCc2ccccc2)c(OC)c1 (configuration not stated) | x | 1.7%
CCOc1cccc(=O)c2c(C)n(C)c(C)c12 | -5.1% | 9.2%
CC(NC(=O)CSc1nnc(CC(=O)Nc2ccc(Cl)c(Cl)c2)n1C)c1ccccc1 (configuration not stated) | x | 0.7%
Cc1ccc(S(=O)(=O)N(C)c2ccccc2)cc1 | x | 0.4%
Clc1ccc(CSc2nnc(-c3ccccn3)n2Cc2ccco2)c(Cl)c1 | -4.9% | 4.2%
CC(C)CNC(=O)CC(c1ccccc1)c1c(O)ccc2ccccc12 (configuration not stated) | -1.3% | -3.6%&-3.7%
Cc1nnc(NC(=O)CSc2nnc(Cc3cccn3C)n2-c2cccc(C(F)(F)F)c2)s1 | -6.5% | -0.8%
N#CCCN1CCn2c1nc1ccccc12 | -2.8% | 6.5%
CS(=O)(=O)c1nc(-c2ccco2)cc(C(F)(F)F)n1 | 1.4% | 0.5%
O=C(CSc1ccc2nnc(-c3cccnc3)n2n1)NCc1ccc2c(c1)OCO2 | -4.7% | 3.4%
O=C1NC(=O)N(c2ccccc2F)C(=O)/C1=C/c1ccc(Sc2ccccc2)o1 | 4.4% | -6.4%

An excerpt of these results, tab-delimited.
mol	Rat MKP-3 inhibitors	Hsp70 inhibitors
Cn1c(N2CCN(C(=O)Nc3ccc(F)cc3)CC2)nc2ccccc21	x	4.5%
COc1ccc(NC(=O)CN(c2ccccc2Cl)S(C)(=O)=O)c(OC)c1	1.1%	0.7%

(continued)
SMILES | Rat MKP-3 inhibitors | Hsp70 inhibitors
OC(CNC1CCCCC1)CN1CCN(CC(O)CNC2CCCCC2)CC1 (configuration not stated) | -5.0% | 0.6%
Cc1noc(/C=C/N(C)C)c1S(=O)(=O)N1CCC(C(=O)O)CC1 | -1.5% | 14.1%
COc1ccc2c(C(=O)CN3CCN(c4ccccc4)CC3)c[nH]c2c1 | x | -13.2%
CCC(C)NC(=O)CSc1nc2c(sc3ccccc32)c(=O)n1CCCN1CCOCC1 (configuration not stated) | x | 3.4%
Cc1ccc(SC(C)C(=O)Nc2ccncc2)cc1 (configuration not stated) | x | 1.2%
COc1ccc(-c2nc3ccccc3[nH]2)cc1 | x | -5.0%
CCCOc1cccc(C2C(C(=O)c3ccc(C)o3)=C(O)C(=O)N2CCCN(C)C)c1 (configuration not stated) | -1.7% | 5.3%
O=C(O)CC1NC(=O)N(c2ccccc2)C1=O (configuration not stated) | 5.7% | 1.7%
O=[N+]([O-])c1ccc(-c2ccc(/C=N/NS(=O)(=O)c3ccc(Cl)cc3)o2)cc1 | 2.8% | -3.8%
COc1ccc(C2/C(=C(/O)c3ccc4c(c3)CC(C)O4)C(=O)C(=O)N2CCN2CCOCC2)cc1 (configuration not stated) | -6.9% | -2.0%
O=C1Nc2ccccc2/C1=N/N=C/c1ccc(-c2ccc(Cl)cc2)o1 | 21.9% | 5.0%
Brc1ccc(Cn2c(-c3cncs3)nc3ccccc32)cc1 | x | -1.5%
NC(=O)c1cccc(N=Cc2ccc[nH]2)c1 | -8.2% | 4.1%
Cc1c(CN(C)CCc2ccccc2)c(=O)n(-c2ccccc2)n1C | -15.5% | -1.7%
O=C(c1ccc(CS(=O)(=O)c2ccccc2)o1)N1CCN(c2ncccn2)CC1 | -1.5% | -3.5%
C=CCc1ccc(OCCOCCNCCOC)c(OC)c1 | -7.0% | -0.5%
O=C(COc1cnc2ccccc2n1)NCCC1=CCCCC1 | -4.9% | -2.8%
O=C(NCc1ccc2c(c1)OCO2)c1ccc(CN2CCOCC2)cc1 | -1.4% | -1.1%
COCCCNS(=O)(=O)c1ccccc1[N+](=O)[O-] | 3.2% | -4.9%
CC(C)Cc1cc(C(=O)O)c2ccccc2n1 | 0.4% | 2.6%&7.7%
COc1ccc(C2C(C#N)=C(N)Oc3n[nH]c(C)c32)cc1Cn1cc([N+](=O)[O-])cn1 (configuration not stated) | x | -6.4%
COCCCNC(=O)c1ccc2nc3ccccc3c(=O)n2c1 | -5.5% | 12.8%
C=CCOc1ccc(/C(CC)=N/O)cc1OC | x | 0.3%
O=C(CS(=O)(=O)Cc1ccccc1)NCc1ccc2c(c1)OCO2 | -5.6% | 4.2%
COc1ccc(C(=O)N2CCN(Cc3ccncc3)CC2)cc1OC | 1.8% | -2.2%

Following part:
SMILES | Rat MKP-3 inhibitors | Hsp70 inhibitors
COc1ccc(C)cc1NC(=O)CN(c1ccc(F)cc1)S(C)(=O)=O | -19.8% | -2.8%
COc1cc(/C=C/C(=O)CC(=O)/C=C/c2ccc(O)c(OC)c2)ccc1O | 10.5% | -29.2%
CN(C(=O)c1ccc(NC(=O)c2cnccn2)cc1)C1CCCCC1 | 8.3% | 2.3%
CN(Cc1ccccc1)C(=O)CCNC(=O)Cn1cnc2ccccc2c1=O | 9.6% | 12.6%
C=CCn1c(/N=C/c2ccc3c(c2)OCO3)nc2ccccc21 | -0.8% | -1.8%&7.9%
CC(=O)/C=C(\C)NCCNc1c(F)c(F)c(CO)c(F)c1F | 2.6% | 9.0%
CCOc1cc(C(=O)Nc2ccccc2Br)cc(OCC)c1OCC | 7.3% | 4.6%
CSC(=NC1CCCCC1)NS(=O)(=O)c1ccccc1 | 0.3% | -5.8%
Cc1ccc(S(=O)(=O)N[C@@H](CC(C)C)C(=O)NCc2ccco2)cc1 | -3.0% | -0.4%
CCc1cc2c(=O)c(-c3nc4ccccc4n3C)c(C)oc2c(CN2CCN(C)CC2)c1O | 1.5%&3.1% | 1.2%
CCC(=O)Nc1nc(-c2ccccc2)nc(C)c1C(C)=O | 1.7% | -2.5%
CCCCn1c(NCc2ccccn2)nc2ccccc21 | 0.5% | -3.5%
CC(=O)c1cnc2cc(-c3ccc(C)cc3)nn2c1C | x | 4.7%
N#CC1=C2SCC(O)(c3ccccc3)N2C(=O)CC1c1cccs1 (configuration not stated) | 6.6% | x
Clc1ccc(/C=N/Nc2nc(N3CCOCC3)nc(N3CCOCC3)n2)c(Cl)c1 | 0.0% | -1.1%
Cc1ccc(C)c(NC(=O)C2CC(Cl)=CCC2C(=O)O)c1 (configuration not stated) | -10.8% | -4.7%
Cc1ccc2oc(C(=O)Nc3nnc(C)s3)c(C)c2c1 | x | 4.8%
O=C(CSc1nnc(CN2CCOCC2)n1-c1ccc(Cl)cc1)Nc1cc(Cl)ccc1O | -4.7% | -8.1%
Cc1cc(I)ccc1NC(=O)c1ccccc1Cl | -1.9% | -0.2%
C=CCN1CCN(C(c2ccccc2)c2nnnn2CCC(C)C)CC1 (configuration not stated) | -3.2% | -5.9%
O=C(Nc1cccnc1)C1(c2ccccc2)CCCC1 | -10.4%&2.4% | 1.5%
COc1ccc(C2c3c(-c4ccccc4)n[nH]c3C(=O)N2c2ccccc2)cc1 (configuration not stated) | -2.6% | -7.3%
O=C(Nc1ccc(Cl)c(-c2nc3ccccc3o2)c1)c1ccc2ccccc2c1 | -0.5% | 0.2%
COc1ccc(N2CCN(C(=O)CN(c3cccc(Br)c3)S(C)(=O)=O)CC2)cc1 | -14.3% | -0.3%
CCCc1ccc(S(=O)(=O)NCCc2ccncc2)cc1 | -11.4% | 90.7%

Additional structures
SMILES | Rat MKP-3 inhibitors | Hsp70 inhibitors
COc1ccc(/C=N/n2cnc3c([nH]c4ccc(Br)cc43)c2=O)cc1CN1CCOCC1 | x | -6.2%
COc1ccc(C(=O)Nc2ncc3c(n2)CC(c2ccco2)CC3=O)cc1 (configuration not stated) | 1.3% | 3.5%
O=C(Nc1ccc(Cl)c(Cl)c1)Nc1ccccc1C(=O)O | -0.6% | 0.4%
COc1cc(C2C(C(=O)/C=C/c3ccccc3)=C(O)C(=O)N2CCCCCC(=O)O)ccc1O (configuration not stated) | 2.1% | 3.1%
Cc1cc(C)n(C(=O)CCCOc2ccc(Cl)cc2Cl)n1 | -2.4% | 3.5%
COC(=O)c1ccc(CSc2nnc(Nc3ccccc3OC)s2)o1 | -3.4% | -1.2%
CCn1c(=O)cc(OCC(=O)N2CCN(c3cccc(C(F)(F)F)c3)CC2)c2ccccc21 | -3.7% | -1.2%
O=C(CSc1nc2ccc(NC(=O)c3ccc(Cl)cc3Cl)cc2s1)Nc1ccccc1 | 1.4% | -6.2%
Cc1cc(C)c(S(=O)(=O)Nc2ccc(C(N)=O)cc2)c(C)c1 | -3.1% | 3.6%
O=C(Nc1ccc(F)cc1)C1COc2ccccc2O1 (configuration not stated) | 2.6% | 2.8%
Cc1c(Cl)c(=O)oc2cc(OCc3ccc(Cl)cc3)ccc12 | -1.1% | -3.4%
COc1ccc(N2C(=O)CC(N3CCSCC3)C2=O)cc1 (configuration not stated) | 1.7% | -2.7%
COc1ccc(N2CSC3=C(C#N)C(c4cccs4)CC(=O)N3C2)cc1 (configuration not stated) | -6.4% | 4.3%
CCN(CC)S(=O)(=O)c1ccc(Cl)c(C(=O)NCC2CCCO2)c1 (configuration not stated) | -5.9% | 16.7%
CCn1c(=N)n(CC(=O)c2cccc(OC)c2)c2ccccc21 | -11.6% | -3.7%
CCCCc1nnc(NC(=O)C(C)Sc2nc(N)cc(=O)[nH]2)s1 (configuration not stated) | x | 3.5%
COc1ccc(Cl)cc1NC(=O)C(=O)NCc1ccc(C)cc1 | 2.5% | -0.5%
CCCN(CCO)Cc1ccc2ccccc2c1 | x | 3.7%
COc1ccc2c(c1)nc(SCc1ccc(Cl)cc1)n2C | 0.6% | -1.0%
Cc1onc(-c2ccccc2)c1C(=O)Nc1ccc([N+](=O)[O-])cc1Cl | 1.7% | 1.8%
CCCCN(CC)Cc1ccc(CNC(=O)Nc2ccc(OC)cc2OC)o1 | 4.0% | -4.4%
CCCCCOC(=O)c1ccccc1C(=O)O | 6.5% | 4.3%
COc1cccc(C2C3=C(NCCN=C3c3ccccc3)C(=O)N2c2ccccc2)c1 (configuration not stated) | 1.3% | 8.5%
CCN=C(Nc1ccc2c(c1)OCO2)SC1CC(=O)N(c2ccc(Cl)cc2)C1=O (configuration not stated) | 0.6% | -1.0%
Cc1ccccc1C(=O)Nc1cccc(NC(=O)c2ccc(-c3cccc(Cl)c3)o2)c1 | 3.4% | -4.0%

(continued)
SMILES | Rat MKP-3 inhibitors | Hsp70 inhibitors
Cn1c(=O)n(CC(=O)O)c(=O)c2c1nc1n2CCS1 | -6.0% | 2.5%
COc1c(C)cccc1C(=O)Nc1ccc(CN2CCOCC2)cc1 | -0.6% | -0.1%
COc1ccc(C)cc1NC(=O)CSc1nnnn1Cc1ccccc1 | -8.6% | 2.7%
CC1(C)CC(NC(=O)CCc2ccccc2)CC(C)(C)N1 | -2.1%&3.8% | 0.7%&-0.6%
COc1ccc(-c2cc(C(=O)NCCc3ccc(OC)c(OC)c3)c3ccccc3n2)c(OC)c1 | 0.9% | -0.4%
O=C(c1cccs1)N1N=C(c2ccccc2)CC1c1ccccc1 (configuration not stated) | -0.5% | 1.2%
COc1ccccc1-c1coc2c(CN3CCC(C)CC3)c(O)ccc2c1=O | 4.0% | 1.2%
COc1cc2ccccc2cc1C(=O)Nc1cc(-c2nc3cc(C)ccc3o2)ccc1C | 3.5% | -4.3%
Cn1c(=O)oc2cc(S(=O)(=O)NCCC(=O)Nc3ccc4c(c3)OCCO4)ccc21 | 3.4% | -1.4%
CCOc1ccc(N2C(=O)NC(=O)/C(=C\C3C(=O)N(c4ccccc4)N=C3C)C2=O)cc1 (configuration not stated) | 2.2% | -1.5%
Cc1cccc(C(=O)N2N=C(c3ccc(F)cc3)CC2(O)C(F)(F)F)c1 (configuration not stated) | 3.0% | 1.2%

Sorted by length of the SMILES (rising): some entries from above.
SMILES | Rat MKP-3 inhibitors | Hsp70 inhibitors
Cn1c(=O)n(CC(=O)O)c(=O)c2c1nc1n2CCS1 | -6.0% | 2.5%
COc1ccc(C)cc1NC(=O)CSc1nnnn1Cc1ccccc1 | -8.6% | 2.7%
O=C(c1cccs1)N1N=C(c2ccccc2)CC1c1ccccc1 (configuration not stated) | -0.5% | 1.2%
COc1ccccc1-c1coc2c(CN3CCC(C)CC3)c(O)ccc2c1=O | 4.0% | 1.2%
COc1cc2ccccc2cc1C(=O)Nc1cc(-c2nc3cc(C)ccc3o2)ccc1C | 3.5% | -4.3%
CCOc1ccc(N2C(=O)NC(=O)/C(=C\C3C(=O)N(c4ccccc4)N=C3C)C2=O)cc1 (configuration not stated) | 2.2% | -1.5%
